Rv3671c protease: Rv3671c serine protease inhibitors, primary screen, biochemical, fluorescence polarization, M. tuberculosis H37Rv. P9WHR9. AID 2606, 2010. 0.048% of 320,000 active. inhibition, % at 5.96 µM; in the data active = inhibition above about 38%;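 note: extracellular domain of Rv3671c used as enzyme; 0% = enzyme with DMSO and 100% = no enzyme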
MazF activator: activators of E. coli MazEF toxin-antitoxin RNase, primary screen, biochemical, fluorescence, uHTS. FAM/BHQ RNA-DNA oligo cleavage fluorescence, 5 h. activation, % at 20 µM. 0.32% of 350,000 active. AID 504720, 2011; in the data active = activation above about 50%
PfHsp40 yeast: rescue of yeast from PfHsp40 toxicity, primary screen, S. cerevisiae, ATP luminescence | 0.68% of 340,000 active | S. cerevisiae expressing PfHsp40, growth rescue | growth rescue, % at 12.5 µM; in the data active = growth rescue above about 28%, passing the limit was not always enough; inconclusive = no clear call, values can overlap the other calls;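 note: yeast W303a lacking pdr1 and pdr3 grown in galactose medium; growth measured after three days at 30 °C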
SARS 3CLpro inh: SARS-CoV 3CLpro protease inhibitors, primary screen, biochemical, quenched FRET; Replicase polyprotein 1ab (Severe acute respiratory syndrome coronavirus), P0C6X7; recombinant SARS-CoV 3CLpro, quenched FRET peptide cleavage; inhibition, % at 6 µM; 0.14% of 290,000 active; in the data active = inhibition above about 12%
PriA SSB inh: inhibitors of Klebsiella pneumoniae PriA binding to SSB C-terminal tail, primary screen, biochemical, AlphaScreen; PriA–SSB C-terminal tail interaction (Klebsiella pneumoniae); AlphaScreen SSBct-PriA binding, biotinylated peptide; inhibition, % at 33 µM; 0.6% of 430,000 active; AID 1272365, 2023; in the data active = inhibition mostly above about 37%, no sharp cut-off; inactive = mostly below about 20%;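 note: plate controls were negative control peptide for no effect and reference peptide for full effect; strong numbers were not always called active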
DUSP3 inh: VHR1 phosphatase inhibitors, primary screen, biochemical, absorbance, uHTS; Dual specificity protein phosphatase 3 (Homo sapiens), P51452; recombinant VHR phosphatase, pNPP absorbance; inhibition, % at 13.3 µM; 0.52% of 290,000 active; AID 1654, 2009; in the data active = inhibition above about 50%; note: some compounds called inactive have numbers as strong as hits
Yp Topo-I inh: Yersinia pestis topoisomerase I inhibitors, primary screen, biochemical, cleavage product accumulation, plate reader, single point. activity, % at 10 µM. 0.064% of 360,000 active. Y. pestis Topo-I cleavage product accumulation; in the data active = activity above about 50%, passing the limit was not always enough; inconclusive = no clear call, values can overlap the other calls; note: inactives centre near 2
TcdB GH inh: TcdB glycohydrolase inhibitors, primary screen, biochemical, single point, plate reader; Toxin B (Clostridioides difficile), P18177; TcdB glycohydrolase enzymatic assay; inhibition, % at 9.99 µM; 0.24% of 350,000 active; AID 652162, 2013; in the data active = inhibition above about 10%
Target sequence (P18177 whole entry, looked up): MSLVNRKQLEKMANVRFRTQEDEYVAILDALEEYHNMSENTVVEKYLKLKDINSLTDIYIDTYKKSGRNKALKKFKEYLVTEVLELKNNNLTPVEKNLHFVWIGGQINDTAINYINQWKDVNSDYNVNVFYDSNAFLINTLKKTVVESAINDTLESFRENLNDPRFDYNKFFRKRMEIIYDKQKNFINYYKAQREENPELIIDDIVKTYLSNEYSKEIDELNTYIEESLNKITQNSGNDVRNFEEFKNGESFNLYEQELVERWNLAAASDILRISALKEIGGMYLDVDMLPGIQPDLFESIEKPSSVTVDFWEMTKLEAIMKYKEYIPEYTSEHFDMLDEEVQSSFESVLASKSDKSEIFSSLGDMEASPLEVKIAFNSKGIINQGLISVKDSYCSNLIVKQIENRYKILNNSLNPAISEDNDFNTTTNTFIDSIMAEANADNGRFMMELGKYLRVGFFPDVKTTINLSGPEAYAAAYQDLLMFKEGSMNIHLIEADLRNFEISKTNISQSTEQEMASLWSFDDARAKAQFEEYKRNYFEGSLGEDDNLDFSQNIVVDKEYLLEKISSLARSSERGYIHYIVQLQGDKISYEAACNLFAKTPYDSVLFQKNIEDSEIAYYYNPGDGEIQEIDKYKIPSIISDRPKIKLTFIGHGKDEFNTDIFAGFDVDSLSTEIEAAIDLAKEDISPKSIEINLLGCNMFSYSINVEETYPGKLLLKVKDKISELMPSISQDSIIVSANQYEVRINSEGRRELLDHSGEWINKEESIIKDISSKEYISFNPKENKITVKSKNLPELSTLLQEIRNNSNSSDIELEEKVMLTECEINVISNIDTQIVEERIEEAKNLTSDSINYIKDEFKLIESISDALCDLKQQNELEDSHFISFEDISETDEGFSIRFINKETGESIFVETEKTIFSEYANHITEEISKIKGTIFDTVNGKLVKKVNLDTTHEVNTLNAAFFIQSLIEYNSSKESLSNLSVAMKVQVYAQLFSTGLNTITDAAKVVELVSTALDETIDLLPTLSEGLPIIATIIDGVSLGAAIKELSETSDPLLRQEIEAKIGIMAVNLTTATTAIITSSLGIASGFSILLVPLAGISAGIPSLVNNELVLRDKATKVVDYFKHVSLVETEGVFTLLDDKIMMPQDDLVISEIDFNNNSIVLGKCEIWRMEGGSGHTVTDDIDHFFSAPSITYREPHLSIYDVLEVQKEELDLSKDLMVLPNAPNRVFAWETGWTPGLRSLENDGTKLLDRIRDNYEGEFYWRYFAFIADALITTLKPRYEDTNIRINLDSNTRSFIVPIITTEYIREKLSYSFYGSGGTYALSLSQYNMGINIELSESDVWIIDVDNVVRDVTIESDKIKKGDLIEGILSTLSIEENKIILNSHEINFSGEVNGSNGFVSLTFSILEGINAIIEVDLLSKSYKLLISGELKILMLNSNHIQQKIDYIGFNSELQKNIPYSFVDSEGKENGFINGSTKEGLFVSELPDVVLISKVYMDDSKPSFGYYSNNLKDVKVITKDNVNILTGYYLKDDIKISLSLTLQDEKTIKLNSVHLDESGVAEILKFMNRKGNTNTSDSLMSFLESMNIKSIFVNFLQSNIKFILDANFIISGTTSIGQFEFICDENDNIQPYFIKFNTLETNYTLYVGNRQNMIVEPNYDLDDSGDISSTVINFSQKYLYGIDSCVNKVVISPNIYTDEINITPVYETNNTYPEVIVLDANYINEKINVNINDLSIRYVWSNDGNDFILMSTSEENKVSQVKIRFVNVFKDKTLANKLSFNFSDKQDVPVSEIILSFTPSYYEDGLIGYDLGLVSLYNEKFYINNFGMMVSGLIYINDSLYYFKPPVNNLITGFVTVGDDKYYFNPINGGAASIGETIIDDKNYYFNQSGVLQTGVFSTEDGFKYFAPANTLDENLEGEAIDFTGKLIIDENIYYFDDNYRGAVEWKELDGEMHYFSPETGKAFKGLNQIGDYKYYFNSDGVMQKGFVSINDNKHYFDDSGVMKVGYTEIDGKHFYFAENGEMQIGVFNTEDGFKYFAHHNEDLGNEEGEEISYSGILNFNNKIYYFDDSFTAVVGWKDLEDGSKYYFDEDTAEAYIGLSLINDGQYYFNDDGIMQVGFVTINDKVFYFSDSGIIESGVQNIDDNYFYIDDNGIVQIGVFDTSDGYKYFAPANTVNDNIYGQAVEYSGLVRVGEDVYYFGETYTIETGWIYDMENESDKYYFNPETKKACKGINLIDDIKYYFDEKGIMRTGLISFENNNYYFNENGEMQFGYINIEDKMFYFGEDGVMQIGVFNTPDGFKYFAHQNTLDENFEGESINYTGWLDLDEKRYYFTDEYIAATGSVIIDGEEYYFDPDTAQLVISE
Anthrax LF prot: Bacillus anthracis LF protease inhibitors, primary screen, biochemical, multiplex microsphere, MLPCN library; AID 588501, 2011; inhibition, % at 10 µM; multiplex microsphere protease cleavage assay; 0.12% of 360,000 active; Lethal factor (Bacillus anthracis), P15917; in the data active = inhibition above about 30%; inconclusive = no clear call, values can overlap the other calls; note: plate controls were buffer without enzyme for full effect and enzyme alone for no effect
Vc quorum ag: inducers of Vibrio cholerae quorum light production without autoinducers, primary screen, BH1578 luxS cqsA deficient, single point. V. cholerae BH1578 lux reporter, luminescence, 6 h. activation, % at 18.7 µM. 0.16% of 350,000 active. AID 588436, 2011; in the data active = activation mostly above about 9.7%, no sharp cut-off; inconclusive = no clear call, values can overlap the other calls; inactive = mostly below about 3.7%; note: not every result past the cut was called active; inactives centre near 0; reference of the scale not given here
* marks the source's active call; other numbers are inactive results; i = inactive; u = inconclusive; x = not tested or not shown. The list is partial; rates above refer to the full screens.

SMILES	Rv3671c protease	MazF activator	PfHsp40 yeast	SARS 3CLpro inh	PriA SSB inh	DUSP3 inh	Yp Topo-I inh	TcdB GH inh	Anthrax LF prot	Vc quorum ag
Cc1cccc(-n2ccnc2SCC(=O)N2CCCc3ccccc32)c1C	-2	-1	1.9	0	-7	-15	35	x	0	-0.7
Cc1ccc(C(=O)NC(Cc2cccc(F)c2)C(=O)O)cc1 (stereo unspecified)	x	1	-0.2	x	3	x	-1	-0.3	3	6.2
Cc1[nH]c2ccc(C(=O)Nc3ccncc3)cc2c1C	-8	16	-1.8	0	-24	15	-9	7.0	2	i
NC(=O)CSc1nnc(NC(=O)c2cccc(S(=O)(=O)N3CCCCC3)c2)s1	4	-4	0.3	1	-1	21	-12	-3.5	-7	i
CCOc1ccc2nc(NC(=O)CN3CCN(C)CC3)sc2c1	-7	8	-0.9	-2	-20	25	-2	x	-12	-1.0
O=[N+]([O-])c1c(NCCCO)cc(Sc2ccc(Cl)cc2)c2nonc12	-10	2	-0.4	-2	-8	4	5	1.0	-6	-0.2
CCc1ccc(/C=C2\SC(=S)N(CCCC(=O)Nc3ccc(C(=O)O)cc3)C2=O)cc1	-18	-20	0.0	9	16	18	10	2.1	-2	-0.3
Cc1ccc(S(=O)(=O)NCCC(=O)NCc2ccccc2)cc1	2	0	0.4	0	-2	15	-3	5.4	-7	-0.2
COCCOC(=O)C1=C(C)N(c2ccccc2)C(=O)NC1c1cccc([N+](=O)[O-])c1 (stereo unspecified)	-4	-6	-0.1	4	16	15	1	1.4	-1	-3.6
COc1cccc(CN2CCN(S(=O)(=O)c3ccc(NC(C)=O)cc3)CC2)c1OC	-3	7	-1.0	-1	-5	0	4	0.5	-5	i
Cc1ccc(-n2c(O)c(C=NCc3ccccn3)c3ccccc3c2=O)cc1C	6	6	0.6	4	11	-13	-1	0.1	0	-0.3
CC(=O)N1CC2([N+](=O)[O-])CN(C(C)=O)CC([N+](=O)[O-])(C1)C2(C)C	-5	-1	5.0	7	-25	8	2	1.3	-3	-0.5
COC(=O)c1sc2nc(-c3ccccc3)nc(N3CCN(C)CC3)c2c1C	x	-10	-0.4	0	-9	3	11	x	1	-0.7
O=C(NCCCN1CCOCC1)c1ccc(Br)cc1	3	-10	-2.0	1	-14	7	-5	x	-2	i
O=C(NCCO)c1ccc(-c2nnc(Nc3ccc(O)cc3)c3ccccc23)cc1	6	7	0.9	-1	-7	13	-9	-4.6	8	i
O=C(Nc1ccncc1)c1c(Cl)cccc1Cl	2	8	-0.5	-1	-1	6	5	-0.8	-3	i
CSc1sc(C(=O)Nc2ccc(F)cc2F)c2c1C=CCC2	-8	1	0.6	2	-14	14	24	0.1	-3	i
COc1ccc(C(=O)NCc2nnc(SCC(=O)N3CCC(C)CC3)o2)cc1	6	4	0.1	4	-18	19	-5	-0.1	-1	-3.0
C=CCC(C(=O)Oc1c(C(C)(C)C)cc(C)cc1C(C)(C)C)c1ccccc1 (stereo unspecified)	0	-1	0.1	x	-9	x	36	0.0	-1	0.6
COCCN(Cc1ccccc1)C(=O)C1CCN(S(=O)(=O)c2ccc(OC)c(OC)c2)CC1	3	1	-0.5	x	6	x	12	1.1	6	i
CN(Cc1ccccc1)C(=O)COC(=O)c1ccc(=O)n(Cc2ccccc2)n1	-4	1	-0.8	x	-2	x	0	-0.7	2	i
COc1ccc(C(=O)N2CCCc3ccccc32)cc1OC	x	0	-0.6	2	-7	6	-8	-1.1	6	i
C/C1=C\[C@@H](C)C/C=C/[C@H]2[C@@H]3O[C@]3(C)[C@@H](C)[C@H]3[C@H](Cc4c[nH]c5ccccc45)NC(=O)[C@]32C(=O)/C=C/C(=O)[C@@H]1O	5	3	1.9	5	x	26	1	x	-6	-0.4
NC(=O)N/N=C(/CCCCCC/C(=N\NC(N)=O)c1ccccc1)c1ccccc1	-13	2	x	7	x	-13	21	1.6	u	-0.8
N#C/C(=C(/O)CN1CCCCC1)c1nc(-c2ccc(Cl)cc2)cs1	-6	2	-0.2	-5	-13	31	-6	0.2	-2	-1.8
Next section:
SMILES	Rv3671c protease	MazF activator	PfHsp40 yeast	SARS 3CLpro inh	PriA SSB inh	DUSP3 inh	Yp Topo-I inh	TcdB GH inh	Anthrax LF prot	Vc quorum ag
C=CCOc1ccc(/C=C2/C(=N)N3N=C(CC(=O)N4CCCC4)SC3=NC2=O)cc1OC	0	2	0.7	1	-11	5	-5	0.6	-1	i
CCCCN(C)CCCN1C(=O)C2C(C(=O)Nc3cccc(OC)c3)C3C=CC2(O3)C1C(=O)NC1CCCCC1C (stereo unspecified)	2	14	0.1	1	-19	17	4	-0.8	4	-1.4
COc1ccc(CC(=S)N2CCOCC2)cc1	-6	15	0.1	2	-19	2	11	x	-3	i
O=c1onc(-c2cccs2)n1Cc1ccccc1	-3	-13	0.9	3	-7	23	-11	x	2	x
O=C(NCc1cccc(Cl)c1)C1Cc2c(-c3ccccc3Oc3ccccc3)ccnc2O1 (stereo unspecified)	x	x	x	x	x	x	1	0.2	-6	-0.3
O=C(Nc1ccccc1)O/N=C1/CCCc2occc21	7	4	0.8	2	x	8	4	0.8	22	-1.2
CCc1ccc2nc(NC(=O)Cn3cnc4ccccc4c3=O)sc2c1	-63	-108	0.8	-2	-9	-8	-2	0.8	1	-0.9
CC(=O)NC1(C(F)(F)F)C(=O)Nc2c1c(=O)[nH]c(=O)n2-c1ccccc1 (stereo unspecified)	-4	10	1.2	2	-3	21	1	-3.1	4	-0.5
Cc1cc(C(F)(F)F)nc(NCc2ccc(F)cc2)n1	-89	2	-0.9	0	-20	12	1	x	4	-2.9
Cc1cc(C)nc(-n2nc(C)c(Sc3ccc(F)cc3)c2N)n1	-1	4	89*	-3	-5	15	18	1.7	-2	-17
Cc1ccccc1-n1c(SCC(=O)N2CCOCC2)nc(O)cc1=O	3	-2	0.1	8	-17	5	6	1.0	0	i
CCn1nc(C(=O)O)c(=O)c2cc3c(cc21)OCO3	3	1	0.7	-4	-11	20	-8	-0.6	-2	i
COc1ccc(CC(=O)OCC(=O)NCC2CCCO2)cc1OC (stereo unspecified)	2	3	-1.8	x	-7	x	-6	-2.7	x	i
Nc1cc(C(=O)N/N=C/c2cccc([N+](=O)[O-])c2)n[nH]c1=O	-6	-3	-1.2	3	x	15	-7	0.5	-5	i
Cc1ccc(NC(=O)CN(C)Cc2ccc(F)cc2)c([N+](=O)[O-])c1	-18	0	2.1	0	3	13	31	x	-3	2.4
O=C(COC(=O)CCc1ccccc1)NCc1ccccc1	2	5	0.9	x	-7	x	5	-1.0	u	i
CC(=O)NCCn1c(SCc2ccccc2C)nc2ccccc2c1=O	9	-8	-1.0	3	8	10	6	x	-15	x
N/C(=N\OC(=O)c1ccccc1Br)c1cccc([N+](=O)[O-])c1	9	2	-0.4	0	x	26	5	0.9	10	0.6
COCCNC(=O)C1CCCN(C(=O)c2sccc2C)CC1 (stereo unspecified)	x	x	x	x	x	x	0	0.0	0	3.3
CCOC(=O)N1CCN(C(=O)CSc2nnc(-c3ccccc3OC)o2)CC1	-2	14	1.0	-4	-22	32	-1	x	2	i
CCn1c(SCC(=O)c2[nH]c(C)c(C(C)=O)c2C)nnc1-c1cccs1	-9	8	0.4	-2	-9	27	2	x	-7	-0.4
Cc1nc2cc(-c3cccc(F)c3)nn2c(C)c1CCC(=O)N1CCC2(CC1)OCCO2	2	4	1.0	-7	-11	7	1	x	u	-0.2
Cc1ccc(C(=O)N/C(=C/c2ccco2)C(=O)Nc2cccc(C(=O)O)c2)cc1	-6	-10	x	-7	-2	2	x	-3.0	x	x
O=C(CCCC(=O)N(c1ccc(F)cc1)C(C(=O)NC1CCCC1)c1ccc(O)cc1)Nc1ccccn1 (stereo unspecified)	1	-2	0.8	0	-8	0	-1	0.7	-10	-1.6
O=S(=O)(Nc1ccc2c(c1)nc1n2CCN(Cc2ccccc2)C1)c1ccccc1	-13	2	-0.8	-1	-7	0	13	x	-12	i

Single records (already shown).
Cc1ccc(NC(=O)CN(C)Cc2ccc(F)cc2)c([N+](=O)[O-])c1 is listed as Rv3671c protease = -18; MazF activator = 0; PfHsp40 yeast = 2.1; SARS 3CLpro inh = 0; PriA SSB inh = 3; DUSP3 inh = 13; Yp Topo-I inh = 31; TcdB GH inh = x; Anthrax LF prot = -3; Vc quorum ag = 2.4
O=C(COC(=O)CCc1ccccc1)NCc1ccccc1 is listed as Rv3671c protease = 2; MazF activator = 5; PfHsp40 yeast = 0.9; SARS 3CLpro inh = x; PriA SSB inh = -7; DUSP3 inh = x; Yp Topo-I inh = 5; TcdB GH inh = -1.0; Anthrax LF prot = u; Vc quorum ag = i

Additional records.
SMILES	Rv3671c protease	MazF activator	PfHsp40 yeast	SARS 3CLpro inh	PriA SSB inh	DUSP3 inh	Yp Topo-I inh	TcdB GH inh	Anthrax LF prot	Vc quorum ag
O=S(=O)(c1cccc(F)c1)N1CCN(C(=S)NCC2CCCO2)CC1 (stereo unspecified)	-1	8	1.0	8	16	32	5	0.7	-3	i
Cc1ccccc1CN1C(=O)[C@@H]2Cc3c([nH]c4ccccc34)C(C)(C)N2C1=O	-21	7	1.4	x	5	x	-25	-0.5	-1	i
COc1ccccc1-n1c(N)cc(=O)nc1SCC(=O)Nc1cc(C)on1	-4	5	1.2	1	-2	0	6	0.4	-2	-0.3
O=C(/C=C\c1ccccc1[N+](=O)[O-])Nc1ccccc1	-11	13	0.5	5	0	16	-5	-1.0	-7	i
Nc1ccn([C@@H]2O[C@H](CNCc3ccc(-c4cc(C(F)(F)F)ccc4Cl)o3)[C@@H](O)[C@H]2O)c(=O)n1	x	-7	x	x	x	x	-2	1.4	-3	-0.5
CC1C(=O)N(Cc2cn(CCC3OCCO3)nn2)CCS(=O)(=O)N1Cc1ccc(-c2cccc(CO)c2)cc1 (stereo unspecified)	x	8	x	x	x	x	5	0.8	2	-0.4
COc1ccc(Cl)cc1C(=O)Nc1cccnc1Cl	-8	-40	-1.9	0	-3	9	-8	-3.7	-12	i
CC(=O)c1ccc(OCC(O)CN2CCC(C)CC2)cc1 (stereo unspecified)	-1	11	0.2	1	-7	29	0	0.4	-2	1.0
O=C(Nc1ccc(N2CCOCC2)cc1)C1CC(=O)N(c2ccc(Cl)cc2)C1 (stereo unspecified)	-2	-10	-1.5	-1	-1	3	-1	-0.2	-2	-0.3
COc1ccccc1NC(=O)CN(Cc1ccco1)C(=O)c1ccc(N2CCCC2=O)cc1	2	1	9.4	x	-8	x	14	-0.3	-2	x
CCN(C[C@H]1N[C@@](C)(C(=O)OC)[C@H]2C(=O)N(Cc3ccccc3)C(=O)[C@@H]12)S(=O)(=O)c1ccc(F)cc1	2	-17	0.1	x	9	x	26	1.9	-5	-1.0
CCC(CC)C(=O)OCC(=O)Nc1cccc(S(=O)(=O)N(C)c2ccccc2)c1	-11	-11	1.2	2	-17	11	2	1.3	4	0.4
Cc1nc(NCCNC(=O)c2ccco2)c2c(C)c(C)sc2n1	3	1	0.0	4	10	-6	-6	x	0	-2.1
COc1ccc(NC(=O)CNc2ccc(OC)c(S(=O)(=O)N3CCOCC3)c2)cc1	x	5	x	x	x	x	-10	0.9	-4	-0.5
Cc1cccc(NC(=S)NC2CC3CCCC(C2)N3Cc2cccs2)c1 (stereo unspecified)	7	9	-1.0	-2	11	11	-1	x	-3	-0.2
